# CXXC DNA block – MLL CXXC-DNA interaction inhibition; Q03164; MLL-CXXC / FITC-HOXA9 DNA fluorescence polarization; Potency, µM (series often up to 115 µM), without a hit: top-dose activity change, negative = inhibition, most hits filed as inhibitors; actives 0.037% (n = 290,000); AID 2662; active = well fitted inhibition curve with a large enough effect in the polarisation, with a control signal flat, not every such curve was filed as active; inconclusive = small, poorly fitted or top-dose-only effect, or effect the other way, or a change in a side signal; inactive = no such curve, though single readings can be large or run the other way; the % refers to the polarisation
#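 Steps: dispense CXXC domain solution (7 uM) → pin compounds or unlabeled HOX-A9 DNA control → 5 min ambient → add FLSN-HOX-A9 solution (50 nM) → spin → 30 min ambient → fluorescence polarization. Tris pH 7.5/NaCl/DTT/BSA buffer.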
# MBNL1 CUG block – blocks human MBNL1 binding to CUG repeat RNA | Q9NR56 | actives 0.036% (n = 280,000) | Potency, µM (doses to about 57.5 µM), without a hit: at the top dose activity change, negative = inhibition, hits mostly inhibitors | AID 2675 | TR-FRET MBNL1-His/biotin-(CUG)12 binding, 665/545 ratio; active = well fitted inhibition curve with a large enough effect in the signal ratio, with a control signal flat, not every such curve was filed as active; inconclusive = small, poorly fitted or top-dose-only effect, or effect the other way, or a change in a side signal; inactive = no such curve, though single readings can be large or run the other way; the % refers to the signal ratio; note: % is set by controls: 0 for no effect and ±100 for the full control effect
#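 Ratiometric TR-FRET (665 over 545 nm, excitation 340 nm) tracks disruption of MBNL1-His/biotin-(CUG)12 complex after 60 min at room temperature, with compounds at 92 nM to 58 uM final.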
# RORgamma inh – inhibitors of mouse ROR gamma transcriptional activity; P51450; actives 5.4% (n = 310,000); Potency, µM (doses to about 53.6 µM), inactives show top-dose activity change, negative = inhibition, hits mostly inhibitors; AID 2551; Drosophila S2 Gal4-RORgamma UAS-luciferase reporter, 20 h; note: % is set by controls: 0 for no effect and ±100 for the full control effect; nearly all actives have a fitted effect of over 60% in size
#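 Schneider cells (Drosophila), stable Gal4 DBD–ROR gamma + UAS-luc; 1 hr cmpd preincubation; Cu2+ induction 700 uM final; 20 hr ambient; luminescence.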
# NPC1 prom act – NPC1 promoter activation; Huh7 NPC1 promoter luciferase reporter, 24 h; Potency, µM (titrated, usually from 9.22 µM), for the others: top-dose activation, usual class: activators; actives 2.4% (n = 320,000); AID 485313;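 note: % of control where 0% means no effect; nearly all actives have a fitted effect of over 60% in size; reporter is driven by a mutant NPC1 promoter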
#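 Readout is luciferase luminescence, reflecting NPC1 promoter activation in stably transfected Huh7 cells after 24 h compound exposure at 37 °C in reduced-serum medium with 10% FBS.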
# BRCA1 expr act – activators of BRCA1 expression; actives 1.1% (n = 380,000); MCF7-BRCA1-FFLuc reporter, luminescence, 48 h; response scale: scaled: vehicle 0%, 10 µM genistein 100%; AID 624202; Potency, µM (series often up to 46.1 µM), without a hit: at the highest dose activation, actives largely listed as activators; note: nearly all actives have a fitted effect of over 80% in size; some results filed as inactive show a strong effect at the top dose
#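 48 h compound treatment of MCF7-BRCA1-FFLuc cells (phenol-red free MEM, 37 °C), then 15 min with luciferase substrate and luminescence imaging.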
# ELG1 genotoxic – induces genotoxicity in HEK293T cells with luciferase-tagged ELG1; Potency, µM (titrated, usually from 46 µM), without a hit: at the highest dose activity change, positive = activation, hits mostly activators; AID 504466; HEK293T ELG1-luciferase reporter, luminescence, 16 h; actives 1.3% (n = 330,000); note: % of control where 0% means no effect; nearly all actives have a fitted effect of over 60% in size
#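 Quantitative HTS format in 1536-well plates. HEK293T ELG1-luciferase reporter cells receive test compound and are incubated 16 hr at 37 °C, 5% CO2; ONE-Glo added, 30 min room temperature, then luminescence read.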
# FLuc counter – inhibits or activates purified firefly luciferase, miR-21 counter-screen | P08659 | purified FLuc, Km substrates, luminescence inhibition | Potency, µM (titrated, usually from 57.5 µM), for inactives: at the highest dose activity change, negative = inhibition, actives largely listed as inhibitors | actives 6.9% (n = 360,000) | AID 588342;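 note: plate controls were vehicle for no effect and reference inhibitor for full effect; nearly all actives have a fitted effect of over 55% in size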
#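 Purified P. pyralis luciferase (10nM final) with 10uM D-luciferin and 10uM ATP (Km levels) in 50mM Tris acetate pH 7.5, 10mM Mg acetate, 0.01% Tween-20, 0.05% BSA; qHTS 6-point titration, ~60 µM downward; luminescence read.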
# p53 reactivator – restores transcriptional activity of mutant p53; H1299 p53-A138V BP100-luciferase reporter, luminescence, 24 h; Potency, µM (highest dose often 92.2 µM), without a hit: at the highest dose activity change, positive = activation, usual class: activators; actives 0.063% (n = 320,000); note: % of control where 0% means no effect; nearly all actives have a fitted effect of over 45% in size
#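 H1299 (p53-null), stable ts p53-A138V + BP100-Luc; 1000 cells/well, Opti-MEM/10% FBS; cpd 4 pt, 1:5; 24 h, 37 deg C, 5% CO2; detection reagent 10 min RT; luminescence.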
# Rab9 prom act – Rab9 promoter activation; Huh7 Rab9 promoter-luciferase reporter, luminescence, 24 h; Potency, µM (titrated, usually from 9.22 µM), for inactives: top-dose activation, negative = inhibition, hits mostly activators; actives 2.8% (n = 320,000); note: % of control where 0% means no effect; nearly all actives have a fitted effect of over 60% in size
#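 Rab9 promoter-driven luciferase in stably transfected Huh7 cells; 1500 cells/well rested 2 h, exposed to compound in DMSO for 24 h at 37 °C, 5% CO2. Luminescence read 10 min after adding luciferase reagent at ambient temperature.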
# Gal4-VP16 FLuc – counter-screen for ROR gamma inhibitors: Gal4-VP16 reporter; Drosophila S2 Gal4-VP16 UAS-luciferase, luminescence, 20 h; Potency, µM (series often up to 53.6 µM), without a hit: top-dose activity, negative = inhibition, hits mostly inhibitors; actives 3.5% (n = 310,000); AID 2546;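 note: Gal4-VP16 expression switched on by copper sulfate through the metallothionein promoter; % is set by controls: 0 for no effect and ±100 for the full control effect; nearly all actives have a fitted effect of over 50% in size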
# uPA generation – blocks generation of uPA at the cell surface. Potency, µM (top dose mostly 38.3 µM), for inactives: at the highest dose activity change, negative = inhibition, most hits filed as inhibitors. cell surface uPA generation assay, qHTS. actives 0.31% (n = 330,000); active = well fitted inhibition curve with a large enough effect; inconclusive = small, poorly fitted or top-dose-only effect; inactive = no such curve, though single readings can be large or run the other way; tested in mouse RAW 264.7 cells; note: % is set by controls: 0 for no effect and ±100 for the full control effect; nearly all actives have a fitted effect of over 55% in size
# * hit, by the source's call; ? = inconclusive; · = not tested or not shown; [ ] = remark or other dose. Unless noted, calls come from the whole dose curve; as a rule, active = well fitted curve in the direction sought with a large enough effect; inconclusive = small, poorly fitted or top-dose-only effect, or another doubt; inactive = no such curve, though single readings can be large; an effect the other way counts as inactive or inconclusive. Potency is the fitted concentration of half-maximal effect.
SMILES,CXXC DNA block,MBNL1 CUG block,RORgamma inh,NPC1 prom act,BRCA1 expr act,ELG1 genotoxic,FLuc counter,p53 reactivator,Rab9 prom act,Gal4-VP16 FLuc,uPA generation
CCC1COCCS(=O)(=O)N1Cc1ccc(F)cc1 (configuration not stated),3%,-2%,-22%,-3%,-6%,1%,1%,4%,-3%,3%,4%
c1ccc(COc2ccc(OCCCn3cncn3)cc2)cc1,0%,10%,?,1.6µM*,?,4.1µM*,4.3µM*,?,2.5µM*,?,-1%
Cc1c(NC(=O)c2cnn3c2NC(c2ccc(Br)cc2)CC3C(F)(F)F)c(=O)n(-c2ccccc2)n1C (configuration not stated),1%,?,17%,-1%,-26%,-6%,4%,24%,-7%,2%,0%
CC(C)(C)SCCNC(=O)c1ccc(NS(C)(=O)=O)cc1,-6%,13%,38%,14%,84%,11%,-20%,?,22%,2%,2%
CS(=O)(=O)Nc1ccc(C(=O)NCc2cccnc2)cc1,-2%,4%,1%,-1%,-3%,0%,1%[2.3 µM],-6%,27%,-11%,2%
CC/C(=N/Nc1ccccc1)c1cnnc(-c2ccccc2)n1,-3%,21%,3%,-8%,-24%,?,0%,-13%,-8%,-10%,7%
Cc1ccccc1NC(=O)Nc1cccs1,13%,1%,?,1%,36%,0%,?,12%,19%,-3%,-5%
CCCc1cc(=O)[nH]c(SCC(=O)c2c[nH]c3ccccc23)n1,?,-6%,14%,9%,-38%,0%,-9%,0%,-2%,1%,7%
CCOc1ccc(CCNC(=O)CN(C)S(=O)(=O)c2cccc3nsnc23)cc1OCC,-1%,?,-1%,1%,-36%[inhibitor],-4%,0%,-18%,-4%,-7%,1%
CSc1ccc(-c2nc(CSCC(=O)N3CCOCC3)c(C)o2)cc1,1%,9%,19%,16%,-33%,0%,?,?,19%,-12%,-2%
CCOc1ccc(C(C)NC(=O)CCC(=O)O)cc1 (configuration not stated),-1%,7%,8%,-1%,-10%,-2%,4%,4%,7%,0%,5%
COc1ccccc1OCc1nc(C#N)c(N2CC(C)CC(C)C2)o1 (configuration not stated),-5%,-3%,1%,1%,-16%,-2%,8%,-5%,-4%,1%,-29%
Cn1cc(CNC(=O)CC2C(=O)NCCN2CC(C)(C)C)cn1 (configuration not stated),-9%,-2%,-20%,0%,-16%,2%,-1%,1%,7%,-6%,3%
CCOC(=O)c1ccc(NC(=O)COc2ccc(-n3cnnn3)cc2)cc1,-3%,-6%,29%,-1%,2%,15%,-4%,4%,-9%,0%,9%
O=c1[nH]c2ccc(S(=O)(=O)Nc3ccccc3O)cc2[nH]1,10%,-5%,7%,0%,-34%,0%,0%,4%,-2%,4%,0%
OCCC1CN(CC2CC2)CCN1Cc1ccc(F)c(F)c1 (configuration not stated),-4%,-6%,-6%,?,-1%,-2%,1%,1%,-2%,2%,1%
Cc1cccc(C(=O)N2CC3(C)CC2CC(C)(C)C3)c1 (configuration not stated),17%,-19%,18%,-1%,-8%,-1%,5%,-3%,-4%,-1%,2%
Cc1ccccc1NC(=O)c1[nH]cnc1C(=O)NN,18%,0%,-18%,-1%,-14%,0%,6%,0%,-12%,4%,-5%
Nn1c(Nc2ccccc2)nc2ccccc21,-8%,-9%,7%,2.8µM*,10µM*,?,11µM*,?,4µM*,9%,-9%
COCC(C)n1c(SCC(=O)Nc2ccc3c(c2)OCCO3)nc2ccccc2c1=O (configuration not stated),·,·,·,-1%,-3%,0%,·,-13%,3%,·,0%
CC(=O)N1CCN(Cc2nc3cc(NC(=O)c4ccccc4)ccc3n2C)CC1,-1%,-21%,?,-1%,29%,-1%,-16%,5%,2%,0%,5%
O=C(CCc1nc2ccccc2c(=O)[nH]1)Nc1cc(C(F)(F)F)ccc1N1CCCC1,·,·,·,-4%,-6%,-3%,2%,-2%,-3%,·,-1%
Oc1ccc(-c2onc(C(F)(F)F)c2-c2cscn2)c(O)c1,-4%,9%,?,-1%,-19%,-12%,-2%,-12%,-1%,-20%,2%
O=C(C/C=N/OCc1c(Cl)cccc1Cl)c1ccc(Cl)cc1,3%,3%,-7%,-8%,-8%,1%,-13%,17%,-9%,2%,4%
CN(C)c1ccc(CNC(=O)C2CCC(CNc3c(N4CCCCC4)c(=O)c3=O)CC2)cc1 (configuration not stated),-2%,-2%,-2%,0%,-28%,-4%,-3%,-5%,-2%,-11%,2%

# (next part)
SMILES,CXXC DNA block,MBNL1 CUG block,RORgamma inh,NPC1 prom act,BRCA1 expr act,ELG1 genotoxic,FLuc counter,p53 reactivator,Rab9 prom act,Gal4-VP16 FLuc,uPA generation
Cc1onc(C(=O)N2CCC(Cc3ccccc3)CC2)c1[N+](=O)[O-],-1%,6%,2%,-8%,-26%,-6%,8%,4%,-8%,3%,?
COC(=O)c1ccc(NC(=O)C(C)Oc2ccccc2)cc1 (configuration not stated),5%,-10%,20%,-2%,-32%,5%,2%,-1%,4%,0%,0%
CC1CCC2(CC1)NC(=O)N(CC(=O)Nc1ccc3c(c1)OCCCO3)C2=O (configuration not stated),·,·,·,0%,7%,-2%,1%,-5%,-6%,·,-6%
COc1ccc(CCN(C)C(=O)CSc2nnc(C3CC3)n2N)cc1OC,·,·,·,1%,2%,1%,4%,1%,2%,·,18%
COc1ccc(Cl)cc1S(=O)(=O)NC(C)C(=O)NCc1ccccn1 (configuration not stated),4%,5%,10%,-5%,6%,-2%,6%,2%,1%,4%,0%
CCCC1NC(=S)N(C2CCCCC2)C1=O (configuration not stated),6%,·,-40%[10 µM],-2%,-17%,2%,-1%,-4%,1%,?,-8%
O=C(CSc1nc2cccnc2n1Cc1ccccc1)NCc1ccco1,-5%,-5%,-23%,3%,5%,-4%,-3%,-9%,-1%,-8%,-2%
C=CCNC(=O)c1c(CS(=O)(=O)c2ccccc2)noc1C(=O)NCc1ccccc1,·,·,·,6%,-2%,?,4%,-6%,-2%,·,6%
O=C(CCc1nc2ccccc2c(=O)[nH]1)NNC(=O)c1ccc(F)cc1,·,·,·,-2%,-25%,1%,4%,12%,1%,·,?
Cc1ccc(C(=O)O)cc1-c1ccc(/C=C2\SC(=O)N(CC(=O)Nc3ccccc3)C2=O)o1,29%,6%,12%,0%,-8%,-2%,?,0%,-1%,0%[10 µM],-1%
COc1ccc(N2CCN(C(=O)c3ccc4c(c3)OCO4)CC2)cc1,-1%,-10%,43%,-4%,-16%,2%,0%,3%,-4%,-7%,0%
COc1ccc(C(=O)NC(C)c2cc(OC)c(OC)cc2Br)cc1 (configuration not stated),7%,-1%,?,-1%,-41%,-1%,0%,3%,-1%,-22%,·
CN=C(Nc1cccnc1)c1ccccc1,?,1%,14%,-1%,-2%,1%,0%,1%,0%[1.84 µM],-5%,5%
CCC(=O)NNC(=O)CCC(=O)Nc1ccc(C)cc1C,2%,-1%,-7%,-1%,-14%,-4%,-1%,-7%,-1%,10%,1%
O=C(c1ccccc1)c1nc2ccccc2n(CCCn2c(=O)c(C(=O)c3ccccc3)nc3ccccc32)c1=O,-4%,13%,20%,-6%,-20%,-6%,-2%,13%,8%,2%,6%
CCCNC(=O)Cn1c(=O)/c(=C\c2ccc(-c3cccc([N+](=O)[O-])c3)o2)s/c1=C\C(=O)C(C)(C)C,-8%,·,38%,1%,-15%,1%,5%,2%,-3%,-7%,1%
O=C(Nc1ncc2c(n1)CC(c1ccccc1)CC2=O)c1ccco1 (configuration not stated),6%,-3%,101%,-2%,4%,3%,0%,-11%,3%,0%,·
COCCOC1CCN(Cc2cn(Cc3ccccc3)nc2-c2cc3ccccc3o2)CC1,2%,-2%,6%,-9%,19%,-6%,-7%,-4%,0%,13%,?
Cc1cc(NC(=O)COC(=O)C2CCN(S(=O)(=O)c3ccc(Cl)cc3)CC2)no1,-6%,21%,-12%,-4%,2%,4%,1%,2%,18%,1%,4%
COc1cc(OC)cc(C(=O)N[C@H](C(=O)NCc2ccccc2)C(C)C)c1,15%,-1%,0%,-6%,-29%,0%,-1%,-1%,-9%,-5%,-3%
CC1CCN(C2=C(NS(=O)(=O)c3ccccc3)C(=O)c3ccccc3C2=O)CC1,-4%,?,-3%,14%,-2%,-5%,?,10%,22%,5%,6%

# Assay outcomes deposited in PubChem by National Center for Advancing Translational Sciences (NCATS).

# An excerpt; the hit share may differ from the screen's.
